ALOX12 inhib = inhibitors of human 12-lipoxygenase (ALOX12); Potency, µM (titrated, usually from 57.1 µM), without a hit: top-dose activity change, negative = inhibition, usual class: inhibitors; 150,000 compounds, 0.12% hits; purified 12-hLO, xylenol orange hydroperoxide absorbance; P18054; also: potency is read from the fitted curve at half-maximal effect; nearly all actives have a fitted effect of over 55% in size; many of its hits are not listed in these tables
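Purified human 12hLO (150 nM), preincubated 15 min with compound, then 40 uM arachidonic acid for 30 min, room temperature, Hepes pH 7.0 with 0.01% Triton X-100. Hydroperoxide detected by ferrous iron/xylenol orange; 573/405 nm absorbance ratio gives reaction progress.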
PNC inhibitor = blocks assembly of the perinucleolar compartment. PC3M PTB-GFP, PNC prevalence imaging, 16 h; active compounds read low. activity change (PNC), negative = inhibition, % at 10 µM. 140,000 compounds, 3.1% hits;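 active = readout at or below -70, meaning at least 70% loss of cells showing the perinucleolar compartment, a nuclear body marking cancer cells; inconclusive = readout between -30 and a set limit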;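 also: plate controls were DMSO wells for no effect and camptothecin positive control wells for full effect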
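Compounds are pinned in duplicate onto adhered PC3M cells stably expressing GFP-tagged PTB and incubated 16 h at 37 C. Cells are then fixed, nuclei stained with Hoechst, and PNC-positive cells counted.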
ALOX15B inhib = blocks human 15-lipoxygenase 2 activity; purified 15hLO-2, xylenol orange hydroperoxide absorbance; Potency, µM (highest dose often 57.1 µM), for the others: top-dose activity change, negative = inhibition, hits mostly inhibitors; 110,000 compounds, 0.56% hits; AID 881; also: potency is read from the fitted curve at half-maximal effect; nearly all actives have a fitted effect of over 60% in size; many of its hits are not listed in these tables
Target sequence (O15296 whole entry, looked up): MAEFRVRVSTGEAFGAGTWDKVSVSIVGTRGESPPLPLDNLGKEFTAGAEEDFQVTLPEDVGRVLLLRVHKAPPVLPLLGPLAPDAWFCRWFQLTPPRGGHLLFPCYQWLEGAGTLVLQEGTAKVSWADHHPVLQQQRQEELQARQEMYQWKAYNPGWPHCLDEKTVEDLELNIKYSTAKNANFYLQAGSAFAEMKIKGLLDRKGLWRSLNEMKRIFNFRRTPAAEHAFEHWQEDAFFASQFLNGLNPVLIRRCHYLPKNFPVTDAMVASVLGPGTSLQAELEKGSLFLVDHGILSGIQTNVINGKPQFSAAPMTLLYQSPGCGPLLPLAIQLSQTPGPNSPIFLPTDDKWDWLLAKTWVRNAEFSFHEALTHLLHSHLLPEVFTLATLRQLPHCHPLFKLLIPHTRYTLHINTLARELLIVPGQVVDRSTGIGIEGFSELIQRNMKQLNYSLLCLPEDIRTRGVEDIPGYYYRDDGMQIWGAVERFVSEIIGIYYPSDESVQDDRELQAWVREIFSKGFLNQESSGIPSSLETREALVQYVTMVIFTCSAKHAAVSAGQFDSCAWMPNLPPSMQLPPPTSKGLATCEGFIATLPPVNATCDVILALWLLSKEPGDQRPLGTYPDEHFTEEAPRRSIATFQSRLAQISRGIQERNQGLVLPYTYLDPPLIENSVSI
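Purified human 15hLO-2 (50 nM) preincubated 15 min with compound, then 45 uM arachidonic acid for 90 min at RT in 25 mM Hepes pH 7.5, 0.01% Triton X-100. Hydroperoxide detected by Fe-xylenol orange; 573/405 nm absorbance ratio.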
IMPase cell inh = cell-permeable inhibitors of inositol monophosphatase (IMPase) | 120,000 tested, under 10 active | P97697 | CHO-M1 cells, IP1 accumulation, HTRF TR-FRET ratio | inhibition (IP1 accumulation), % at 46.1 µM | AID 901; active = well fitted curve in the direction sought with a large enough effect in the signal ratio, not every such curve was filed as active; inconclusive = small, poorly fitted or top-dose-only effect, or a change in a side signal; inactive = no such curve, though single readings can be large or run the other way; the % refers to the signal ratio;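 also: cells stimulated with carbachol in lithium chloride buffer; plate controls were DMSO basal wells for no effect and reference inhibitor wells for full effect; higher means more IMPase inhibition seen as more IP1 and lower FRET ratio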
Target sequence (P97697 whole entry, looked up): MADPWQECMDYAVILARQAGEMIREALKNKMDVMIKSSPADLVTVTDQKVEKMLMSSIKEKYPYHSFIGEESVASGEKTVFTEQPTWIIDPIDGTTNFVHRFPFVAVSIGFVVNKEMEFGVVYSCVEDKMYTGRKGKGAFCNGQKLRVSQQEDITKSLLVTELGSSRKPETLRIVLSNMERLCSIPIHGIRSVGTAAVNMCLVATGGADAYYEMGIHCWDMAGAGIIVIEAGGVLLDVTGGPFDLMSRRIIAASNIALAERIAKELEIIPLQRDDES
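Carbachol-driven Gq signalling in CHO-M1 cells (2000/well) generates IP1. Compounds that block IMPase raise IP1 and so reduce the FRET signal from Eu-anti-IP1 and d2-IP1 after a 10 min room-temperature lysis.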
Starred values were filed as active, the others as inactive; u = inconclusive; x = no result given; & = joins results of further samples; [ ] = dose if it differs, or a comment. Unless noted, calls follow the shape of the dose curve; as a rule, active = well fitted curve in the direction sought with a large enough effect; inconclusive = small, poorly fitted or top-dose-only effect, or another doubt; inactive = no such curve, though single readings can be large; an effect the other way counts as inactive or inconclusive. Unless noted, % is scaled to controls: 0 for no effect and ±100 for the full control effect. Not all compounds are listed, so the mix of outcomes need not match the whole.

SMILES	ALOX12 inhib	PNC inhibitor	ALOX15B inhib	IMPase cell inh
COc1ccc(NC(=O)CN2CCCCC2)cc1	-5%	-6	7%[2.29 µM]	-4
Cn1c(=O)cc(NCCc2ccccc2)[nH]c1=O	-3%	-24	0%	-4
CCC(NC(=O)NCc1cccnc1)(C(F)(F)F)C(F)(F)F	-3%	27	-1%	0
CC(=O)c1c(C(C)=O)c(C)n(-c2nc(-c3ccccc3)c(C)s2)c1C	-7%	52	-8%	3
O=C(NC1c2ccccc2-c2ccccc21)c1ccco1	-6%	u	-12%	u
CCCCN(CCCC)CCCNC(=O)C12CN(Cc3ccccc3)CC1C(c1cccc([N+](=O)[O-])c1)=NO2 (stereo not drawn)	-6%	u	50%[activator]	2
COc1ccc(/C=N/NC(=O)c2cc(C)on2)c2ccccc12	0%	30	0%	-2
COC(=O)Cn1c2ccccc2c2nc(C)sc21	1%	5	-2%	10
CCOC(=O)C1=C(C)NC2=C(C(=O)CC(c3cccs3)C2)C1c1cccs1 (stereo not drawn)	-1%	233	x	-9
COc1cc(OC)cc(C(=O)Oc2ccc(/C=N/Nc3nc4ccccc4s3)cc2OC)c1	0%	81	x	x
CCOC(=O)c1c(NC(=O)C2CC2)sc(C)c1CC	-1%	-24	x	x
CC(C)N1CCN(c2ccncc2S(=O)(=O)N2CCCCC2)CC1	3%[11.4 µM]	x	-4%[11.4 µM]	x
COP(C)(=O)c1c(C)nn(-c2ccccc2)c1C (stereo not drawn)	0%	38	4%	-3
COc1ccc(-c2[nH]ncc2/C=N/NC(=O)c2ccc(Br)cc2)c(OC)c1	-3%	u	x	-9
Cc1ccc(NC(=O)NC2CCN(S(=O)(=O)c3ccc(F)cc3)CC2)cc1	-6%	215	x	u
CCc1ccc(NC(=O)C2CC(=O)N(C(C)C)C2)cc1 (stereo not drawn)	2%	u	4%	11
C=C(Br)Cn1c(CCCC)nc2ccccc21	-4%	-30	7%	20
CCC(CC)C(=O)NCCc1cc2ccc(C)c(C)c2[nH]c1=O	-1%	u	-1%	4
NC(=O)c1c(NC(=O)C2CCCO2)sc2c1CCCC2 (stereo not drawn)	-3%	u	x	-8
COc1ccc(OC)c(NC(=O)CN2C(=O)C3(OCCCO3)c3ccccc32)c1	1%	44	2%	5
COc1ccc(C2=NOC(C(=O)NCCCN3CCOCC3)C2)cc1 (stereo not drawn)	-1%	2	-3%	-7
CCOc1ccc(-c2nnn(CC(=O)NCc3ccco3)n2)cc1OCC	5%	-100*	x	-14
COC(=O)c1nc(NC(C)=O)n[nH]1	-3%	-29	-8%	5
CC1CC(C)CN(c2oc(Cc3ccccc3)nc2C#N)C1 (stereo not drawn)	1%	37	x	x

A different layout for some results above.
> CC(=O)c1c(C(C)=O)c(C)n(-c2nc(-c3ccccc3)c(C)s2)c1C
  ALOX12 inhib: -7%; PNC inhibitor: 52; ALOX15B inhib: -8%; IMPase cell inh: 3
> COc1ccc(/C=N/NC(=O)c2cc(C)on2)c2ccccc12
  ALOX12 inhib: 0%; PNC inhibitor: 30; ALOX15B inhib: 0%; IMPase cell inh: -2

More entries follow:
SMILES	ALOX12 inhib	PNC inhibitor	ALOX15B inhib	IMPase cell inh
S=C(Nc1ccccc1)Nc1ccccc1C#Cc1ccccc1	-25%	x	5%	x
O=c1[nH]c(SCC2CCCCO2)nc2ccccc12 (stereo not drawn)	-2%	31	-3%	4
Cc1ccnc(NC(=O)c2c(O)c3ccccc3n(C)c2=O)c1	-4%	-6	-10%	-17
C=CCn1c(Cn2nnc3ccccc32)nnc1SCC(=O)N/N=C/c1cc(Br)cc(OC)c1O	-5%	16	-1%	14
COc1cc(C2CC(=O)N3CN(Cc4ccco4)CSC3=C2C#N)ccc1OCc1ccccc1 (stereo not drawn)	-19%	-23	u	2
CC(=O)NS(=O)(=O)c1ccc(NC(=O)/C=C/c2cn(-c3ccccc3)nc2-c2ccccc2)cc1	-4%	27	x	-5
O=C(Cn1c(=O)[nH]c2ccsc2c1=O)NC1CCCCCC1	-2%	-100*	x	-8
CCOC(=O)C1CCN(Cc2ccc(Cl)c(Cl)c2)CC1	-3%	1	6%	8
CC(C)n1c(C(O)c2ccccc2)nc2ccccc21 (stereo not drawn)	-2%	25	33%[activator]	5
CC1CCCCC1NC(=O)CSc1nnnn1-c1ccccc1 (stereo not drawn)	-2%	u	-6%	4
CCNC(=S)NNC(=O)c1ccccn1	-1%	u	x	x
CCOc1ccc(/C(O)=C2/C(=O)C(=O)N(CCOCCO)C2c2ccccn2)cc1 (stereo not drawn)	-4%	21	-9%	u
CCCOCn1cc(F)c(=O)[nH]c1=O	2%	-1	x	6
O=C(N/N=C/c1ccc(Br)s1)c1c[nH]c2ccccc12	-3%	u	x	x
O=C(CSc1nnc(Cc2ccccc2)o1)N1CCOCC1	-4%	37	5%	8
O=C(NCc1ccc2c(c1)OCO2)C1CC(c2ccccc2O)=NO1 (stereo not drawn)	-11%	-2	3%	4
COc1ccc(-c2ccc(-c3noc(-c4cccs4)n3)c(OC)n2)cc1	0%	23	-3%	0
O=c1[nH]c(C(F)(F)F)nc2ccccc12	1%	-16	0%	0
CCOC(=O)c1c(-c2ccc(C)cc2)cn2ccccc12	-9%	98	u	11
CC1=C(C(=O)OC(C)C)C(c2cn(-c3ccccc3)nc2-c2cccs2)NC(=O)N1 (stereo not drawn)	-1%	55	x	x
Cc1cc(=O)n(CNC(=O)c2ccccc2)c(=S)[nH]1	3%	u	8%	2
COc1ccc(Cn2c(O)cc(=O)[nH]c2=O)cc1	-17%	31	x	x
COc1ccc(NC(=O)CCCSc2nc(-c3ccco3)cc(C(F)(F)F)n2)cc1OC	3%	-21	x	u
CCn1c(Cn2nnc(-c3ccccc3)n2)nnc1SCC(=O)Nc1ccccc1	1%	u	-4%	-6
COc1ccc(N2CC(C)Cn3c2nc2c3c(=O)n(CCN3CCOCC3)c(=O)n2C)cc1 (stereo not drawn)	0%	-7	6%	0
O=S(=O)(NCc1csc(-c2cccnc2)n1)c1ccc2c(c1)OCCO2	-3%	-2	1%	7
Cc1noc(C)c1CSc1nc2ccccc2[nH]1	0%	18	6%[2.29 µM]	20
COc1ccc(C(C#N)N2CCCCCC2)cc1OC (stereo not drawn)	-4%	-10	1%	4
CCC(C)NC(=O)c1c(N)n(/N=C/c2cccnc2)c2nc3ccccc3nc12 (stereo not drawn)	-1%	-15	11%	6
Cc1ccc(Cn2ccc(NC(=O)c3cc(C)on3)n2)cc1	3%	42	5%	5
O=C(CCCN1C(=O)C2CCCCN2C1=O)N1CCN(c2ccc([N+](=O)[O-])cc2)CC1 (stereo not drawn)	0%	u	-16%	-1
CCN(CC)c1ccc(NC(=O)C(C)C)cc1	3%	-15	8%	14
COc1ccc(C(=O)N2CCN(C(=O)CC(C)C)CC2)cc1OC	-4%	8	0%	7
Clc1ccc(CN2C3=NCCCN3c3ccccc32)cc1	8%	-27	26%	7
Cc1oc2c(C)c3oc(=O)c4c(c3cc2c1C)CCCC4	-10%	20	2%	13
CC(=O)N=c1sccn1CC(=O)c1ccc([N+](=O)[O-])cc1	-3%	55	-1%	7
CCOC(=O)c1c(C)n(CC(COC(C)=O)OC(C)=O)c2ccc(OC(C)=O)cc12 (stereo not drawn)	-5%	-4	-3%	5
C[C@@H](C1=C(CCN(C)C)Cc2ccccc21)c1ccccn1	2%	x	38%[activator]	17
Fc1ccc(Br)cc1C1C=C(c2cccnc2)Nc2ncnn21 (stereo not drawn)	0%	-8	-7%	-10
Cc1nnc(SCc2nnc(-c3ccccc3)o2)n(N)c1=O	0%	33	4%	10
CN1C(=O)c2oc3ccccc3c(=O)c2C1c1ccccn1 (stereo not drawn)	-7%	u	-9%	-1
Cc1ccc(CSc2nnc(SCC(=O)N/N=C/c3c(C)nn(-c4ccccc4)c3C)s2)cc1	4%	-23	x	x
CCn1c(N2CCN(C(=S)NCC(C)C)CC2)nc2ccccc21	1%	29	-2%	0
Cc1ccc(-c2noc(CN3C(C)CCCC3C)n2)cc1 (stereo not drawn)	2%	u	6%	4
CNc1nc(N)c(C(=O)C(C)(C)C)s1	0%	7	4%	-7
CCn1ccc(C(=O)Nc2ccc(N(C)C(C)=O)cc2)n1	5%	-26	1%	0
Cc1noc(C)c1C(=O)N1CCC2(CCCN(C(=O)Nc3cccc(C#N)c3)C2)CC1	4%	x	-1%	x
COc1ccc(N(CC(=O)NCc2ccccc2)S(C)(=O)=O)cc1	-2%	-15	x	x
CCOC(=O)C(C)C(C)=O (stereo not drawn)	-10%	x	-2%	x
N#Cc1sc2nc(N3CCCCC3)c3c(c2c1N)CCCC3	-4%	-11	x	8
CCc1cccc(Nc2c([N+](=O)[O-])cc(C(=O)N3CC(=O)Nc4ccccc43)cc2[N+](=O)[O-])c1	1%	16	x	x
Cn1c(SCC(=O)NC2CCCC2)nnc1-c1ccc(S(=O)(=O)N2CCOCC2)cc1	0%	u	1%	1
CCCN=Cc1c(CCC)[nH]n(-c2nc3ccccc3s2)c1=O	13%	-12	x	10
CCOc1ccc(CSC(=N)N)cc1	-3%	4	x	x
COc1ccc([N+](=O)[O-])cc1NC(=O)COC(=O)c1ccccc1C(=O)c1ccccc1	-2%	-3	x	x
O=C(CN(Cc1cccs1)C(=O)CNS(=O)(=O)c1ccccc1)NCc1ccco1	4%	u	2%	7

More records follow:
SMILES	ALOX12 inhib	PNC inhibitor	ALOX15B inhib	IMPase cell inh
COCC(=O)Nc1nc(-c2ccccc2)c(C)s1	-1%	-4	1%	-10
O=C(NNC(=O)c1cc(-c2ccccc2)n(-c2ccccc2)n1)c1cccc([N+](=O)[O-])c1	5%	1	x	-2
Cn1c(NCCN2CCCCC2)cc(=O)n(C)c1=O	-6%	-15	1%	1
CC(=O)Oc1ccc(N(C(C)=O)S(=O)(=O)c2ccc(C)c([N+](=O)[O-])c2)cc1	-1%	9	x	x
CC1(C)SC2C(NC(=O)Cc3ccccc3)C(=O)N2C1C(=O)O (stereo not drawn)	-5%	x	-8%	x
CC(=O)c1c(C)[nH]c(C)c1C(C)=O	3%	-8	5%	8
C=CCSc1nnc(NC(=O)c2cccc(S(=O)(=O)N3CCOCC3)c2)s1	1%	-28	-11%	8
COc1cccc(-n2cc3c(c2-c2ccccc2)c(=O)n(C)c(=O)n3C)c1	-20%	-21	-13%	-12
O=C(c1ccco1)N1CCN(CC(=O)N2c3ccccc3CCc3ccccc32)CC1	3%	20	-18%	-5
N#CC(=C(/N)Sc1ccccc1N)/C(C#N)=C(/N)Sc1ccccc1N	u	x	u	3&-3
C=CCNCCCOc1ccc(Cl)cc1Br	-3%	-4	x	x
Brc1cc(Oc2cc(Br)c(Br)c(Br)c2Br)c(Br)c(Br)c1Br	1%	x	-11%	x
O=C(O)Cn1c(SCc2cccc3ccccc23)nc2ccccc21	7%	94	-24%	4
Cc1ccc2ccccc2c1CSc1nc(N)nc2c1ncn2CC(C)C	-2%[11.4 µM]	x	24%[11.4 µM]	x
CC(C)CC(=O)NCC(C)NC(=O)CC(C)C (stereo not drawn)	4%	2	0%	12
CCOC(=O)NC(=O)c1cn(C(CC)CO)c(=O)[nH]c1=O (stereo not drawn)	-3%	6	x	x

Screening data: PubChem, National Center for Advancing Translational Sciences (NCATS)
